Assay outcomes (PubChem)
MITF inh – blocks human microphthalmia-associated transcription factor | AlphaScreen MITF homodimerization, bead proximity signal | 0.91% of 650,000 active | inhibition, % at 2.6 µM | O75030 | AID 1259374; in the data active means inhibition above about 50%;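 further: 0% = vehicle wells with protein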
TEAD-YAP block – TEAD-YAP interaction inhibition; AID 1259422; inhibition, % at 9.12 µM; HEK-TIYL cells, TEAD-Gal4/YAP UAS-luciferase luminescence; 1.4% of 640,000 active; in the data active means inhibition above about 32%;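 further: 0% = median of test compound wells and 100% = reference inhibitor wells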
GPR151 activ – activates the human receptor GPR151; Q8TDV0; PathHunter beta-arrestin GPR151 cells, luminescence; activation, % at 11.2 µM; 1% of 650,000 active; AID 1508602; in the data active means activation above about 4.9%;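 further: 0% = median of compound wells and 100% = cells with positive control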
Target sequence (Q8TDV0 whole entry, looked up): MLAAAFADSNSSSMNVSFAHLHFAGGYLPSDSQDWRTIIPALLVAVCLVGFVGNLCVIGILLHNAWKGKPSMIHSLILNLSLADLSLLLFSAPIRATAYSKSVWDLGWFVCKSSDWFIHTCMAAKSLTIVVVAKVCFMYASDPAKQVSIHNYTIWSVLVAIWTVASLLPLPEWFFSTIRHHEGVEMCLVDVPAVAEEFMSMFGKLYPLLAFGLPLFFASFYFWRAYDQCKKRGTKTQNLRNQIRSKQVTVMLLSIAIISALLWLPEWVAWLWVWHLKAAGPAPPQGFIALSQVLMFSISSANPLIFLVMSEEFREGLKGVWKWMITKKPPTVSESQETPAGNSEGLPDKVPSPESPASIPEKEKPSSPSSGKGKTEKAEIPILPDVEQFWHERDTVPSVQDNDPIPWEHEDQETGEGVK
FBW7 activator – human FBW7 E3 ligase activation, primary screen; AlphaScreen FBW7–phospho-cyclin E peptide binding, activator screen; normalized activity (activation), % at 26.1 µM; 0.13% of 650,000 active; AID 1259310; in the data active means normalized activity above about 1.9%;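 further: purified mutant Fbw7 with reduced substrate affinity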
Target sequence (Q969H0 whole entry, looked up): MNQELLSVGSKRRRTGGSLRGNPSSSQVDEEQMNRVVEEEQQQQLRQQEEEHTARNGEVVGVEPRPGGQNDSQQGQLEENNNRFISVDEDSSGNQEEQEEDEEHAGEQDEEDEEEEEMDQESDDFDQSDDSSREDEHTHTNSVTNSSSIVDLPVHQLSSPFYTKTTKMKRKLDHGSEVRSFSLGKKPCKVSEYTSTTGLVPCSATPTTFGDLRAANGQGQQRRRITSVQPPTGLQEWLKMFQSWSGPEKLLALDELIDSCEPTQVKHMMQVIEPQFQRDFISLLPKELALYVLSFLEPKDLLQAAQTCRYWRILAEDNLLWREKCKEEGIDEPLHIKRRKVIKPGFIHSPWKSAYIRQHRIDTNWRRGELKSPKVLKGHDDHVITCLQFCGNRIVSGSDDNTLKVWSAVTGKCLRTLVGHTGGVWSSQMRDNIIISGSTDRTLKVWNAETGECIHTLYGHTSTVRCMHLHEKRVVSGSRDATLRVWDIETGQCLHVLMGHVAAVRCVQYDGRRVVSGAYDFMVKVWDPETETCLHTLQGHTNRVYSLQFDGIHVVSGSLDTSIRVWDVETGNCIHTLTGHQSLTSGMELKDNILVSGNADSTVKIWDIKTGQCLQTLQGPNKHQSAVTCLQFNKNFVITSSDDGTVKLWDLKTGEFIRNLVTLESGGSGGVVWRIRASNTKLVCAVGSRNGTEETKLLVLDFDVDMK
Numbers without * were called inactive; . = no result given; & = joins results of further samples.

compound	MITF inh	TEAD-YAP block	GPR151 activ	FBW7 activator
S=C(c1ccc(C(=S)N2CCOCC2)cc1)N1CCOCC1	-5	7	0.8	0.3
COc1ccc(OCC(=O)N(Cc2nc(-c3ccc(OC)cc3)no2)C(C)C)cc1	-2	3	2.4	0.0
COc1cccc(-c2noc(-c3cccc([N+](=O)[O-])c3)n2)c1	-3	-1	-1.0	-0.3
CCCC1=NN2C(=N)/C(=C/c3ccc(-c4ccccc4)o3)C(=O)N=C2S1	12	-9	-1.2	0.2
COc1ccc(C(=O)CCC(=O)O)c(C)c1	6	5	-0.1	-0.1
C#CCN1C(=O)S/C(=C/c2ccccc2OCC)C1=O	12	1	-1.1	0.4
Fc1ccc(OCc2nn3c(Cn4cnc5ccccc54)nnc3s2)cc1	-1	11	-1.2	0.0
Cc1ccc(OC2=NS(=O)(=O)c3cc([N+](=O)[O-])ccc32)cc1	-6	-1	0.8	-0.1
CC1=C(C(=O)Nc2cccc(C)n2)C(c2ccc(F)cc2)C2=C(CC(C)(C)CC2=O)N1 (stereo unspecified)	4	0	0.9	-0.2
CCOCCCN(CC(=O)NC1CCCCC1)C(=O)Cn1nnc(-c2ccc(F)cc2)n1	3	4	-1.0	-0.1
Cc1ccc(C)c(Cn2c(NCCNC(=O)C3CCC3)nc3c2c(=O)n(C)c(=O)n3C)c1	73*	8	0.0	-0.1
CCCCNCCOCCOc1c(OC)cccc1OC	48	10	-0.3	0.2

(more compounds)
compound	MITF inh	TEAD-YAP block	GPR151 activ	FBW7 activator
Cc1ccc(C)c(NC(=O)CONc2ncnc3nonc23)c1	-4	-14	2.7	0.5
COc1ccc(-c2nnc(Nc3nc4ccc(F)cc4s3)o2)c(OC)c1	0	-2	-1.0	-0.2
Cc1[nH]c2ccc3c(ncn3CCC#N)c2c1C	5	4	1.9	0.1
CCC(C)NC(=O)c1cnn2c(C)c(Cc3ccc(Cl)cc3)c(C)nc12 (stereo unspecified)	11	1	0.8	0.2
COc1ccc(-c2cc(C(F)(F)F)n3nc(C(=O)Nc4cccc(C(F)(F)F)c4)cc3n2)cc1OC	12	-4	0.0	-0.1
O=C(/C=C/c1ccc2c(c1)OCO2)Nc1nc(-c2ccc(Br)cc2)cs1	4	9	-0.7	0.1
CC(=O)O[C@@]12C[C@@H](C)[C@@]3(O)[C@@H](C=C(CO)C[C@]4(O)C(=O)C(C)=C[C@@H]34)[C@@H]1C2(C)C	-16	.	-0.1	.
Cc1cccc(C(=O)Nc2sc3c(c2C(=O)O)CCCC3)c1	0	70*	-6.3	-0.1
CNC(=O)C(=O)Nc1ccc(C)c(Cl)c1	11	-16	-1.0	0.7
CCOc1ccc(S(=O)(=O)NCC(c2ccco2)S(=O)(=O)c2cccs2)cc1 (stereo unspecified)	-10	3	1.0	0.1
CCn1cc(C(=O)O)c(=O)c2cnc(N3CCN(C(=O)Nc4ccccc4)CC3)nc21	8	9	0.2	0.5
COc1ccc(C2=NN(CCC(=O)NC(C)(C)C)C(=O)CC2)cc1	-3	-6	-1.8	0.4

More structures follow:
compound	MITF inh	TEAD-YAP block	GPR151 activ	FBW7 activator
COC(=O)c1c(N)n(-c2cccc(Cl)c2)c2nc3ccccc3nc12	8	1	-1.1	0.0
Cc1ccc(NC2=C(CC(=O)O)C(c3ccccc3)N(c3ccc(C)cc3)C2=O)cc1 (stereo unspecified)	8	-11	-1.6	-0.1
Cc1cccc(CSc2nc(N)cc(=O)[nH]2)c1	6	7	0.5	-0.1
CCOC(=O)c1c(NC(=O)C(CC)OC(=O)/C=C/c2ccco2)sc2c1CCCC2 (stereo unspecified)	-7	13	2.3	-0.1
Cn1c(SCc2nc3ccccc3s2)nnc1-c1ccncc1	-1	6	-1.9	0.8
CCCn1nnnc1SCC(=O)NNC(C)=O	13	-11	-0.1	1.2
O=C(Nc1ccc(Br)cc1Cl)C1CCCO1 (stereo unspecified)	-1	-10	-0.8	0.1
CCOC(=O)N1CCN(C(=O)c2cnc3ccc(C)cn3c2=O)CC1	11	1	-1.9	0.2
CCOc1ccc(NC(=O)C2CC(=O)N(c3ccccc3)C2)cc1 (stereo unspecified)	13	13	-0.9	0.1
CCOc1ccc(N=Cc2c(O)c3ccccc3oc2=O)cc1	17	-20	-0.2	1.0
CCN(CCO)C(=O)c1cnc2sc3ccccc3n2c1=O	6	1	0.1	0.1
CCN(CC)S(=O)(=O)c1ccc(C(=O)Nc2c3c(nn2-c2ccc(F)cc2)CS(=O)(=O)C3)cc1	1	-2	0.0	-0.1

Following part.
compound	MITF inh	TEAD-YAP block	GPR151 activ	FBW7 activator
CCOc1ccc(NC(=O)C2=C(C)NC(=O)NC2c2ccc(Cl)cc2)cc1 (stereo unspecified)	-2	11	1.4	0.1
CCCOc1ccc2oc(=O)c3c(c2c1)CCCN3C(=O)CN1CCN(C)CC1	2	16	3.3	0.1
CO/C=C(/Oc1ccc(Cl)cc1Br)C(=O)OC	-8	4	-1.0	0.0
Cc1ccc(NC(=O)/C(C#N)=C/c2ccsc2)c(C)c1	-1	-44	-0.2	-0.2
Cc1ccc(N=C2NC(=O)/C(=C\c3ccc(-c4cccc(C(=O)O)c4)o3)S2)c(C)c1	9	0	0.4	0.1
N#Cc1ccc(NC(=O)COc2ccc(-n3cnnn3)cc2)cc1	0	13	0.7	-0.1
COc1ccc(C)cc1S(=O)(=O)N1CCN(Cc2nc(-c3cccs3)cs2)CC1	-12	-5	-1.6	-0.2
COc1cc2c(cc1OC)C1(CCCC1)CN(C(=O)CCl)C2	10	19	-0.9	0.2
CC1(C)CC2(CCCN(Cc3nc4c(c(=O)[nH]3)C3(CCCC3)Cc3ccccc3-4)C2)CCO1 (stereo unspecified)	-5	11	-1.1	0.2
CC(CN1CCCCC1)C(=O)NN (stereo unspecified)	15	-5	-0.7	0.2
O=C(NCc1ccc(Cl)cc1)C(=O)C1C(=O)Nc2ccccc21 (stereo unspecified)	-20	-3	-1.1	0.3
CCN1CN=C(NS(=O)(=O)c2ccc(C)cc2)NC1	1	-9	-0.4	0.4

Following part
Results follow in this order: MITF inh	TEAD-YAP block	GPR151 activ	FBW7 activator
CCOCC(=O)Nc1ccc(C)c(Cl)c1
    -6	-11	1.5	0.0
Cc1ccccc1NC(=O)CC1C(=O)NCCN1C(=O)c1cccc(Cl)c1 (stereo unspecified)
    12	5	-0.3	-0.1
CCOc1ccccc1CN1CCNC(=O)C1CC(=O)NCc1cccc(F)c1F (stereo unspecified)
    -5	-6	1.7	0.1
c1ccc2c(c1)Nc1cc3ccccc3cc1O2
    1	-28	-0.2	0.1
Cc1cc(Cl)ccc1NC(=O)c1cn(C)c(=O)c2ccccc12
    -14	-9	-0.8	0.1
O=C(Nc1ccccc1)c1sc2ccccc2c1Cl
    17	-36	-1.8	0.7
COc1ccc(/C=C/C(=O)c2ccc(O)cc2)cc1
    -17	55*	-5.5	-0.1
COc1cc(C(=O)/C=C/Nc2ccc3c(c2)OCO3)cc(OC)c1OC
    3	2	-1.3	0.1
CC(C)Oc1ccc(-c2nn(-c3ccccc3)cc2/C=c2\sc3nc(-c4cccnc4)nn3c2=O)cc1
    13	-2	0.3	0.2
O=C(CN1C(=O)CCC1=O)OCC(=O)N(c1ccccc1)c1ccccc1
    14	26	-0.6	0.2

2 neighbouring compounds out of the list so far, quoted:
Results follow in this order: MITF inh	TEAD-YAP block	GPR151 activ	FBW7 activator
CC(C)Oc1ccc(-c2nn(-c3ccccc3)cc2/C=c2\sc3nc(-c4cccnc4)nn3c2=O)cc1
    13	-2	0.3	0.2
O=C(CN1C(=O)CCC1=O)OCC(=O)N(c1ccccc1)c1ccccc1
    14	26	-0.6	0.2

Remaining list, next part
Results follow in this order: MITF inh	TEAD-YAP block	GPR151 activ	FBW7 activator
CCn1cc(C(=O)O)c(=O)c2cnc(N3CCN(C(=S)NC(=O)c4ccccc4F)CC3)nc21
    -4	-6	3.4	0.1
O=C(NCc1cccnc1)c1cnn2c(C(F)F)cc(C3CC3)nc12
    -10	-19	-0.9	-0.1
Cc1cccc(NC(=S)NCCCN2CCOCC2)c1C
    -6&-2	0&10	-0.6&3.4	0.0&0.0
Cc1cccc2cc(CN(Cc3cccs3)C(=O)N(C)C)c(=O)[nH]c12
    25	-3	3.0	0.1
COc1ccc(C2OCC3(CO2)COC(c2ccc(OC)cc2)OC3)cc1 (stereo unspecified)
    8	6	2.4	1.0
COc1ccc(CNc2ncnc3c2c(-c2ccccc2)cn3-c2ccc(Br)cc2)cc1
    -8	3	-0.3	0.0
O=C1CC[C@@H]2CN(Cc3ccccc3O)CC[C@@H]2N1CC1CCCCC1
    -10	-5	1.0	-0.1
Cn1cccc1C(=O)OCc1csc(-c2ccccc2)n1
    7	11	-6.1	0.1
O=C(OCc1nc2ccccc2s1)[C@@H]1CCCN1S(=O)(=O)c1ccc(Cl)cc1
    10	-1	0.4	0.0
CCOC(=O)C1=C2SCCN2C(=O)C(C#N)C1(C)C (stereo unspecified)
    1	1	0.0	-0.1

(listing goes on)
Results follow in this order: MITF inh	TEAD-YAP block	GPR151 activ	FBW7 activator
CCOC(=O)C1Cn2c(nc3c(c2=O)C2(CCCCC2)Cc2ccccc2-3)S1 (stereo unspecified)
    -9	-14	-0.5	-0.2
CCN1C(=O)S/C(=C/c2ccc(-c3cc(C(=O)O)ccc3Cl)o2)C1=O
    -4	1	-1.4	-0.4
CCN(CC(=O)c1[nH]c(C)c(C(=O)OC)c1C)Cc1nc2ccccc2c(=O)[nH]1
    -5	-7	-0.3	-0.1
O=C(CSc1c2c(nc3ccc(Cl)cc13)CCCC2)NCCCN1CCOCC1
    15	-3	0.0	0.1
CC(=O)Nc1ccc(N/C=C/C(=O)c2ccc(C)cc2)cc1
    14	-9	1.8	0.0
O=C(NNC(=O)C(O)(c1ccccc1)c1ccccc1)c1ccccc1
    7	-12	0.2	1.4
COc1ccc(NC(=O)c2cc3cc(Br)cc(OC)c3oc2=O)c(OC)c1
    11	3	-2.0	1.0
COC(=O)c1cc(OC)c(OC)cc1NC(=O)c1c(OC)cccc1OC
    6	-1	-0.8	-0.1
CC(NC(=O)C12CC3CC(CC(C3)C1)C2)C(=O)NCCN(C)C (stereo unspecified)
    13	4	-0.1	0.6
CCCCOc1ccc(C(C)NC(=O)C2CCCN(S(=O)(=O)CC)C2)cc1 (stereo unspecified)
    7	6	-0.6	0.4

Gathered by group, the entries above with an aryl thioether with sulfur outside any ring (4)
Results follow in this order: MITF inh	TEAD-YAP block	GPR151 activ	FBW7 activator
Cc1cccc(CSc2nc(N)cc(=O)[nH]2)c1
    6	7	0.5	-0.1
Cn1c(SCc2nc3ccccc3s2)nnc1-c1ccncc1
    -1	6	-1.9	0.8
CCCn1nnnc1SCC(=O)NNC(C)=O
    13	-11	-0.1	1.2
O=C(CSc1c2c(nc3ccc(Cl)cc13)CCCC2)NCCCN1CCOCC1
    15	-3	0.0	0.1

(more compounds)
Results follow in this order: MITF inh	TEAD-YAP block	GPR151 activ	FBW7 activator
CC(C)n1cnc2c(NCc3ccccc3)nc(-c3ccc(C(N)=O)cc3)nc21
    -6	9	1.4	0.1
COc1ccc(C(=O)N2CC(C)OC(C)C2)cc1OC (stereo unspecified)
    11	6	0.0	0.2
CCN(CC)CCNC(=O)c1cc2c(C)nc3ccccc3c2o1
    0	10	-1.7	-0.1
CCOC(=O)c1ccc(OCC2c3cc(OC)c(OC)cc3CCN2C(=O)c2ccc(S(=O)(=O)N3CCOCC3)cc2)cc1 (stereo unspecified)
    2	-8	2.4	-0.2
COc1cc(CN2CCN(c3ccccc3C)CC2)cc(OC)c1OC
    31	-4	0.1	0.0
COC(=O)c1ccc2nc(NC(=O)CSCC(=O)O)sc2c1
    -12	-4	0.0	0.9
O=C(COC(=O)/C=C/C(=O)N1CCOCC1)Nc1c(F)cccc1F
    12	3	-2.3	0.0
COc1cc(Nc2nc(-c3ccccc3F)nc3ccccc23)cc(OC)c1
    1	17	-0.4	0.1
CCOc1ccc(S(=O)(=O)N2CCN(c3ccccn3)CC2)c2cccnc12
    -6	-16	0.8	-0.1
CN1C(=O)NC(c2ccc([N+](=O)[O-])cc2)C(C(=O)c2cccs2)C1(O)C(F)(F)F (stereo unspecified)
    12	0	0.1	0.1

The listing continues:
Results follow in this order: MITF inh	TEAD-YAP block	GPR151 activ	FBW7 activator
O=C(Nc1cccnc1)OCCCNC(=O)c1cccnc1
    5	8	1.2	0.1
CCOC(=O)N1CCN(c2cc(N3CCC(C)CC3)c(F)cc2[N+](=O)[O-])CC1
    13	-6	-0.6	0.0
CCCCOC(=O)c1cccc(NC(=O)COc2ccc(Cl)cc2Cl)c1
    -4	57*	1.0	0.1
Cc1cc(C=C(C#N)C#N)c(C)n1-c1cccnc1
    5	-5	0.7	0.0
CS(=O)(=O)N(CC(=O)NC1CC1)c1cccc(Cl)c1Cl
    6	10	-0.5	-0.1
CC1CCN(c2nc3c(c(=O)n(C)c(=O)n3C)n2Cc2cccc(F)c2)CC1
    -6	5	-0.8	0.0
Cc1cccc2c(N3CCCC3)nc(CNS(=O)(=O)c3cccc4nsnc34)nc12
    -3	1	-0.6	0.1
Cc1ccc(-c2n[nH]c(CNC(=O)c3ccc(C(F)(F)F)cc3)n2)cc1
    9	9	0.3	0.2
CC(C)(C)OC(=O)NN=C1CCCCCC1
    6	-19	-0.6	0.1
CC(=O)c1ccc(Nc2nc(Nc3ccc(C)cc3)nc(N3CCOCC3)n2)cc1
    10	-14	0.4	0.0
COc1ccc(N(C(=O)c2ccccc2C(F)(F)F)C2C=CS(=O)(=O)C2)c(OC)c1 (stereo unspecified)
    2	7	2.0	0.0
CS(=O)(=O)NCCC(c1ccccc1)c1ccccc1
    -3	-8	1.5	-0.2
O=C(COc1ccc(Cl)cc1)Nc1cccc(O)c1
    24	-18	-2.0	0.2
